GLD-1 TGE inh = GLD-1-TGE RNA interaction inhibition (C. elegans). Q17339. purified GLD-1 + fluorescein TGE RNA, fluorescence polarization. inhibition, % at 5.96 µM. 320,000 tested, 0.44% active. AID 2280;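 active = percent inhibition above a per-plate cutoff, the plate mean of test compounds plus 3 SD, cut at about 30% in these data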;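 note: 0% = DMSO wells with GLD-1 and probe and 100% = wells lacking GLD-1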
PME-1 primary = blocks human protein phosphatase methylesterase 1; Q9Y570; recombinant PME-1, FP-Rh probe fluorescence polarization; inhibition, % at 5.9 µM; 320,000 tested, 0.53% active; AID 2130;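 active = inhibition above the campaign mean of all compounds plus 3 SD, cut at about 26% in these data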;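 note: competitive labeling of PME-1 active site by serine hydrolase directed probe; 0% = PME-1 with DMSO and 100% = wells lacking PME-1 enzyme; inhibitors block probe labeling so polarization falls and inhibition rises; many of its hits are not listed in these tables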
Target sequence (Q9Y570 whole entry, looked up): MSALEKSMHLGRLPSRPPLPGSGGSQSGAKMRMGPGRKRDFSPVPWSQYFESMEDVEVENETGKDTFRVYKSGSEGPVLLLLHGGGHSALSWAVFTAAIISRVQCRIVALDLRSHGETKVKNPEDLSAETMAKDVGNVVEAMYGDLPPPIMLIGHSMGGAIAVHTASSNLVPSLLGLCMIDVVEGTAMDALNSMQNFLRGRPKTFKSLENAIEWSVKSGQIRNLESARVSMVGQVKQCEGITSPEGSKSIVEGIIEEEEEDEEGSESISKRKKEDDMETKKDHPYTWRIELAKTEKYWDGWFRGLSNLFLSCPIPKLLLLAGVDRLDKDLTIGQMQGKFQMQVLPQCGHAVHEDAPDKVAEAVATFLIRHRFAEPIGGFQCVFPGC
Efflux pump inh = antifungal efflux pump inhibition, Nile Red retention | S. cerevisiae Candida pump triplex | inhibition, % at 10 µM | 330,000 tested, 0.44% active | AID 485275;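 active = plate passing quality check with inhibition over a set limit, or well fluorescence over plate mean plus 4 SD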;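 note: Nile Red retained in pooled yeast measured as flow cytometry median fluorescence; 0% = buffer negative control and 100% = Enniatin B positive control; higher means more Nile Red kept so more efflux inhibition; some compounds called inactive have numbers as strong as hits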
Fam108B counter = counter-screen for RBBP9 inhibitors: inhibitors of mouse Fam108B; recombinant Fam108B, FP-Rh probe fluorescence polarization; inhibition, % at 9.51 µM; 300,000 tested, 0.33% active;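 active = inhibition above the screen mean inhibition plus 3 SD, computed separately per campaign, cut at about 18% in these data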;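 note: inhibitors lower polarization as less probe binds the enzyme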
MEX-5 binding = C. elegans MEX-5 TCR-2 RNA binding activity; Q9XUB2; MEX-5/FITC-TCR2 RNA binding, fluorescence polarization; hits give low values; activity score (negative = inhibition of binding), % at 10 µM; 300,000 tested, 0.38% active; AID 1832;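 active = inhibition past about -25% in most replicates, and total fluorescence under double the plate's negative control median, limit read from the data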;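 note: 0% = DMSO and -100% = 5 µM competing unlabeled TCR2 RNA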
GRK2 inh = human GRK2 inhibition via aptamer displacement; P25098; bead flow cytometry, FAM-aptamer displacement from GRK2; inhibition of aptamer binding, % at 10 µM; 330,000 tested, 0.59% active; AID 488847;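 active = inhibition of aptamer binding above 40%, roughly 3 SD of noise, on plates passing a quality check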;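 note: median bead fluorescence of bound FAM aptamer so fluorescent compounds give negative values; no value below 0 was filed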
Target sequence (P25098 whole entry, looked up): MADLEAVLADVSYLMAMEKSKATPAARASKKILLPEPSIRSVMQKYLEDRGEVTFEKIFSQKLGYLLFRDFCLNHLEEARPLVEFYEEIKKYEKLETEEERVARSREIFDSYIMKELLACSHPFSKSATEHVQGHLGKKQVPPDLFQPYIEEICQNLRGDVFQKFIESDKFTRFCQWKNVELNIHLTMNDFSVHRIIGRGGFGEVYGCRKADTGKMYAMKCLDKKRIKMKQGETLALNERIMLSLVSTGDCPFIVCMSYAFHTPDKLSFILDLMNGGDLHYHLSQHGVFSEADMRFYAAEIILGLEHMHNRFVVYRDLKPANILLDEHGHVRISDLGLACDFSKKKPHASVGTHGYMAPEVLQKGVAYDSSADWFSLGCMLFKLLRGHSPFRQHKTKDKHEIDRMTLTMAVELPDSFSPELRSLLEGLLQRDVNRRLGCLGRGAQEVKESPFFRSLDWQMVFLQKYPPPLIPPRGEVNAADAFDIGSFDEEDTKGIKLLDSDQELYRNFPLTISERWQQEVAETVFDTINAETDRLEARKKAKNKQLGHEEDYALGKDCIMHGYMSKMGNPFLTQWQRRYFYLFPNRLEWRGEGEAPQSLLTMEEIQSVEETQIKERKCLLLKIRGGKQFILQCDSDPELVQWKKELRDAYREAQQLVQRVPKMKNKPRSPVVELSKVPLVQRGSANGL
VLA-4 inh = inhibition in a human VLA-4 binding assay | VLA-4 expressing cells, ligand binding flow cytometry | inhibition, % (about 7 µM as worked out from the volumes in the protocol) | 330,000 tested, 0.2% active | P13612; in the data active = inhibition above about 50%
BCLXL inh = Bcl-xL (human) inhibition. Q07817. GST-Bcl-xL / FITC-Bim BH3 peptide fluorescence polarization. inhibition, % at 10.9 µM. 320,000 tested, 0.7% active. AID 2129;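 active = inhibition above the mean of all tested compounds plus 3 SD, cutoff set per campaign, cut at about 30% in these data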;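 note: 0% = DMSO wells and 100% = unlabeled Bim-BH3 peptide competitor; inhibitors lower millipolarization by displacing the labeled peptide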
MCL1 BIM primary = inhibitors of human MCL1 binding to BIM-BH3 peptide. Q07820. GST-MCL1 / FITC-Bim-BH3 fluorescence polarization. inhibition, % at 10.9 µM. 320,000 tested, 0.68% active. AID 2057;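 active = inhibition above the mean inhibition of all tested compounds plus 3 SD, set per campaign, cut at about 40% in these data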;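 note: 0% = DMSO wells and 100% = unlabeled Bim-BH3 peptide control; higher means more loss of mP so more displacement of Bim peptide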
The depositor's hits bear a star. The list is partial; rates above refer to the full screens.

Screening COc1ccccc1CN1CC(C(=O)NCc2nc3ccccc3n2C)CCC1=O (stereo not given) returned Efflux pump inh 0.0, MEX-5 binding 0.0, GRK2 inh 0 and VLA-4 inh 18.
Screening CC(C)(C)[C@@H]1COC(=O)[C@@H](Cc2ccc(F)cc2)C/C=C\C[C@H](CC(=O)N(CCO)Cc2ccccc2)C(=O)N1 returned GLD-1 TGE inh 8, Efflux pump inh -0.1, GRK2 inh 0 and VLA-4 inh 6.
`O=C(C1=C[C@H](C2CC2)C[C@H](OCCCCO)O1)N1CCN(Cc2ccccc2)CC1` gave GLD-1 TGE inh 4, PME-1 primary 3, Efflux pump inh -0.2, Fam108B counter -3, MEX-5 binding -1.3, GRK2 inh 1, VLA-4 inh 7, BCLXL inh 3 and MCL1 BIM primary 0.
CCNc1c(NCC)c(=O)c1=O was read as GLD-1 TGE inh 5, PME-1 primary -2, Efflux pump inh 0.2, Fam108B counter 4, MEX-5 binding -0.3, GRK2 inh 0, VLA-4 inh 34, BCLXL inh 2 and MCL1 BIM primary 0.
`COc1cccc(OCCSc2nc(N)cc(N)n2)c1` gave GLD-1 TGE inh 3, PME-1 primary 3, Efflux pump inh 0.2, Fam108B counter 0, MEX-5 binding 0.2, GRK2 inh 2, VLA-4 inh -9, BCLXL inh 2 and MCL1 BIM primary 0.
`Cn1c(SCC(=O)Nc2nc(C(C)(C)C)cs2)nnc1C1CC1` gave GLD-1 TGE inh 7, PME-1 primary -1, Efflux pump inh -0.1, Fam108B counter 3, MEX-5 binding -0.7, GRK2 inh 0, VLA-4 inh 10, BCLXL inh 1 and MCL1 BIM primary -2.
O=C(CC1(CC2=NS(=O)(=O)c3ccccc3N2)CCCC1)NCCc1ccccc1 was read as GLD-1 TGE inh 2, PME-1 primary 1, Efflux pump inh 0.2, Fam108B counter 2, MEX-5 binding -0.6, GRK2 inh 0, VLA-4 inh -1, BCLXL inh 5 and MCL1 BIM primary 5.
Screening CCC(CO)NCC(O)COCc1ccc2c(c1)OCO2 (stereo not given) returned GLD-1 TGE inh 10, PME-1 primary 1, Efflux pump inh 0.1, Fam108B counter 1, MEX-5 binding 2.7, GRK2 inh 0, VLA-4 inh -2, BCLXL inh 7 and MCL1 BIM primary 5.
Screening Cn1nnnc1Sc1ncnc2scc(-c3ccc(C#N)cc3)c12 returned GLD-1 TGE inh -2, PME-1 primary 4, Efflux pump inh -0.1, GRK2 inh 0, VLA-4 inh -3, BCLXL inh 2 and MCL1 BIM primary 1.
`N#Cc1cc2ccccc2nc1SCc1cccnc1` gave GLD-1 TGE inh 3, PME-1 primary 9, Efflux pump inh -0.2, Fam108B counter 0, MEX-5 binding -1.7, GRK2 inh 4, VLA-4 inh -2, BCLXL inh 10 and MCL1 BIM primary 8.
For COc1cc(/C=C2\S/C(=N/S(=O)(=O)c3ccccc3)NC2=O)c([N+](=O)[O-])cc1OC the results were GLD-1 TGE inh 17, PME-1 primary 6, Efflux pump inh -0.1, Fam108B counter -1, MEX-5 binding -5.0, GRK2 inh 0, VLA-4 inh -6, BCLXL inh 37* and MCL1 BIM primary 38.
NS(=O)(=O)c1ccc(CCNC(=O)CNCCc2ccccc2)cc1 was read as GLD-1 TGE inh -2, PME-1 primary -4, Efflux pump inh 0.4, Fam108B counter 2, MEX-5 binding 0.9, GRK2 inh 2, VLA-4 inh 14, BCLXL inh 4 and MCL1 BIM primary -3.
O=C(O)c1cc(NC(=O)C2CCCO2)cc(NC(=O)C2CCCO2)c1 (stereo not given) was read as GLD-1 TGE inh 3, PME-1 primary 2, Efflux pump inh 0.0, Fam108B counter 0, MEX-5 binding -0.5, GRK2 inh 6, VLA-4 inh 30, BCLXL inh -1 and MCL1 BIM primary -4.
O=C(Nc1ccccc1C(=O)O)c1cccc(NC(=O)c2ccccc2Cl)c1 was read as GLD-1 TGE inh 7, PME-1 primary -8, Efflux pump inh -0.2, Fam108B counter -3, MEX-5 binding 1.6, GRK2 inh 3, VLA-4 inh 8, BCLXL inh 8 and MCL1 BIM primary 5.
`CCOC(=O)Cc1csc(NC(=O)c2c(-c3ccccc3)noc2C)n1` gave GLD-1 TGE inh 5, PME-1 primary 5, Efflux pump inh -0.1, Fam108B counter 0, MEX-5 binding 1.7, GRK2 inh 2, VLA-4 inh -3, BCLXL inh -2 and MCL1 BIM primary -6.
For O=S(=O)(NC1CC2CCC1C2)c1ccc2c(c1)OCCO2 (stereo not given) the results were GLD-1 TGE inh 10, PME-1 primary 1, Efflux pump inh -0.1, Fam108B counter 3, MEX-5 binding -1.2, GRK2 inh 1, VLA-4 inh 9, BCLXL inh 6 and MCL1 BIM primary 5.
`CC(C)CNC(=O)CSc1nnc2ccccn12` gave GLD-1 TGE inh -1, PME-1 primary -2, Efflux pump inh 0.1, Fam108B counter -6, MEX-5 binding -1.9, GRK2 inh 1, VLA-4 inh 12, BCLXL inh -1 and MCL1 BIM primary 2.
Cc1cc(Br)ccc1NC(=O)CN(C)C(=O)COc1cccc2c1OC(C)(C)C2 was read as GLD-1 TGE inh 6, PME-1 primary 3, Efflux pump inh 0.0, Fam108B counter 0, MEX-5 binding 0.1, GRK2 inh 0, VLA-4 inh -10, BCLXL inh -1 and MCL1 BIM primary -2.
`O=C(O)CC/C(=N/NC(=O)c1cn(-c2ccccc2)nc1-c1ccccc1)C(=O)O` gave GLD-1 TGE inh 2, PME-1 primary -15, Efflux pump inh 0.0, Fam108B counter -10, MEX-5 binding -2.4, GRK2 inh 2, VLA-4 inh 6, BCLXL inh 2 and MCL1 BIM primary 6.
For CCOC(=O)CC1=NN(c2ccccc2)C(=O)/C1=C\c1ccc(OC)cc1OC the results were GLD-1 TGE inh 1, PME-1 primary -2, Efflux pump inh -0.1, Fam108B counter -1, MEX-5 binding -0.5, GRK2 inh 0, VLA-4 inh 11, BCLXL inh 5 and MCL1 BIM primary -3.
O=C(NCc1cccs1)c1cc(-c2ccc(O)cc2)on1 was read as GLD-1 TGE inh 6, PME-1 primary -1, Efflux pump inh -0.1, Fam108B counter 3, MEX-5 binding -1.4, GRK2 inh 79*, VLA-4 inh 3, BCLXL inh 10 and MCL1 BIM primary 0.
For CS(=O)(=O)N1CCN(C(=O)Cc2ccccc2)CC1 the results were GLD-1 TGE inh 1, PME-1 primary 4, Efflux pump inh -0.1, Fam108B counter 0, MEX-5 binding -1.7, GRK2 inh 1, VLA-4 inh 0, BCLXL inh 2 and MCL1 BIM primary 2.
`CCCSc1nnc(Cn2c(=O)sc3ccccc32)n1C` gave GLD-1 TGE inh 4, PME-1 primary 1, Efflux pump inh -0.1, Fam108B counter 1, MEX-5 binding 1.0, GRK2 inh 0, VLA-4 inh -11, BCLXL inh 2 and MCL1 BIM primary -1.
For O=C1C2CC=CCC2C(=O)N1n1cnnc1 (stereo not given) the results were GLD-1 TGE inh 4, PME-1 primary 5, Efflux pump inh -0.2, Fam108B counter -2, MEX-5 binding -1.2, GRK2 inh 3, VLA-4 inh 16, BCLXL inh 5 and MCL1 BIM primary 3.
Screening COc1cccc(CN2CCC(C(=O)Nc3ccc(-c4cccc(C)c4)cc3)CC2)c1O returned GLD-1 TGE inh 4, PME-1 primary -9, Efflux pump inh -0.1, Fam108B counter -5, MEX-5 binding 2.4, GRK2 inh 0, VLA-4 inh 5, BCLXL inh 2 and MCL1 BIM primary 3.
Screening O=C(CNS(=O)(=O)c1ccc(Br)s1)N1CCCC1 returned GLD-1 TGE inh 3, PME-1 primary 3, Efflux pump inh 0.0, Fam108B counter -5, MEX-5 binding -2.1, GRK2 inh 1, VLA-4 inh 1, BCLXL inh -1 and MCL1 BIM primary -3.
Cc1ccc(C2Nc3ccccc3NC3=C2C(=O)CC(C)(C)C3)c(O)c1 (stereo not given) was read as GLD-1 TGE inh 51*, PME-1 primary -3, Efflux pump inh 0.2, Fam108B counter -3, MEX-5 binding -4.4, GRK2 inh 0, VLA-4 inh 17, BCLXL inh 47* and MCL1 BIM primary 52*.
Nn1c(Cc2ccc(Br)cc2)n[nH]c1=S was read as GLD-1 TGE inh 5, PME-1 primary 6, Efflux pump inh -0.2, Fam108B counter 0, MEX-5 binding -0.3, GRK2 inh 1, VLA-4 inh -6, BCLXL inh 9 and MCL1 BIM primary -15.
For Cc1ccc(NC(=O)CCC(=O)OCCCC(F)(F)C(F)(F)F)cc1 the results were GLD-1 TGE inh 11, PME-1 primary 4, Efflux pump inh 0.1, Fam108B counter -3, MEX-5 binding 1.5, GRK2 inh 0, VLA-4 inh 15, BCLXL inh 6 and MCL1 BIM primary 1.
For CCCC(=O)N(Cc1cc(=O)[nH]c2ccccc12)c1ccccc1OC the results were GLD-1 TGE inh -1, PME-1 primary 3, Efflux pump inh -0.1, Fam108B counter -2, MEX-5 binding 0.8, GRK2 inh 6, VLA-4 inh -3, BCLXL inh 2 and MCL1 BIM primary 6.
For O=C(Cn1cc(S(=O)(=O)Cc2cccc([N+](=O)[O-])c2)c2ccccc21)N1CCOCC1 the results were GLD-1 TGE inh 1, PME-1 primary 5, Efflux pump inh -0.2, Fam108B counter 2, MEX-5 binding 0.8, GRK2 inh 3, VLA-4 inh 4, BCLXL inh 5 and MCL1 BIM primary 6.
Screening O=C(COc1cc(F)ccc1[N+](=O)[O-])Nc1ccc(N2CCCCC2)cc1 returned GLD-1 TGE inh 3, PME-1 primary -11, Efflux pump inh 0.2, Fam108B counter 0, MEX-5 binding 0.3, GRK2 inh 0, VLA-4 inh -3, BCLXL inh -1 and MCL1 BIM primary -2.
Cc1cc(C)c(S(=O)(=O)Nc2ccc3c(c2)CCC3)c(C)c1 was read as GLD-1 TGE inh 3, PME-1 primary -3, Efflux pump inh -0.2, Fam108B counter -2, MEX-5 binding 2.2, GRK2 inh 1, VLA-4 inh 2, BCLXL inh 2 and MCL1 BIM primary -1.
For Cc1ccc2nsnc2c1N(S(C)(=O)=O)S(C)(=O)=O the results were GLD-1 TGE inh -2, PME-1 primary 0, Efflux pump inh 0.0, Fam108B counter 2, MEX-5 binding -0.8, GRK2 inh 0, VLA-4 inh 16, BCLXL inh 3 and MCL1 BIM primary -1.
COCCN(Cc1cc2cc3c(cc2nc1Cl)OCO3)C(=O)c1cccc(C)c1 was read as GLD-1 TGE inh 3, PME-1 primary -1, Efflux pump inh 0.1, Fam108B counter -3, MEX-5 binding -2.1, GRK2 inh 0, VLA-4 inh 13, BCLXL inh 3 and MCL1 BIM primary 0.
`Cn1cc(CCC(=O)N2CCCC(Nc3ccc(F)cc3)C2)cn1` (stereo not given) gave GLD-1 TGE inh -7, PME-1 primary -13, Efflux pump inh 0.0, Fam108B counter 1, MEX-5 binding 0.7, GRK2 inh 0, VLA-4 inh 2, BCLXL inh 2 and MCL1 BIM primary 4.

Filtered by structure: the entries above with a tert-butyl group (two)
Screening CC(C)(C)[C@@H]1COC(=O)[C@@H](Cc2ccc(F)cc2)C/C=C\C[C@H](CC(=O)N(CCO)Cc2ccccc2)C(=O)N1 returned GLD-1 TGE inh 8, Efflux pump inh -0.1, GRK2 inh 0 and VLA-4 inh 6.
`Cn1c(SCC(=O)Nc2nc(C(C)(C)C)cs2)nnc1C1CC1` gave GLD-1 TGE inh 7, PME-1 primary -1, Efflux pump inh -0.1, Fam108B counter 3, MEX-5 binding -0.7, GRK2 inh 0, VLA-4 inh 10, BCLXL inh 1 and MCL1 BIM primary -2.

Screening results: PubChem BioAssay, several laboratories
